V-ATPase pH: regulators of yeast V-ATPase proton transport. AID 504577. S. cerevisiae, pHLuorin cytosolic pH fluorescence. response, % at 10 µM. actives 0.37% (n = 350,000); in the data active = response mostly above about 7.3%, no sharp cut-off; inactive = mostly below about 5.4%; note: actives read high; inactives centre near 0; some compounds called inactive have numbers as strong as hits
CAL PDZ FP-1: blocks peptide binding to human CAL PDZ domain | Q9HD26 | AID 504414 | purified CAL PDZ, TMR-peptide fluorescence polarization, 1 h | actives 0.02% (n = 330,000) | inhibition, % at 20 µM;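 active = highest replicate inhibition of at least 40%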;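 note: plate controls were DMSO neutral control wells for no effect and unlabeled competitor peptide control wells for full effect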
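Control set: unlabelled peptide and DMSO controls / Material: purified CerCALP PDZ construct / Timing: 1 h incubation at room temperature before polarization reading / Doses: 20 µM, one dose / Detection: fluorescence polarization (mP)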
CAL PDZ FP-2: CAL PDZ (human) peptide binding inhibition. purified CAL PDZ, TMR-peptide fluorescence polarization, 1 h. inhibition, % at 24.9 µM. actives 0.92% (n = 300,000). AID 602252;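 active = mean inhibition of at least 30% with at least half of replicates also reaching 30%; inconclusive = no clear call, values can overlap the other calls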;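 note: 0% = DMSO neutral control and 100% = excess unlabeled competitor peptide PRC23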
RTF Ca sens act: cardiac RTF calcium sensitization; P19429+P45379; IANBD-labeled TnC RTF fluorescence at EC20 calcium; 0% EC20 calcium, 100% full calcium; activation, % at 7.2 µM; actives 0.24% (n = 340,000);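 active = activation above the mean over all tested compounds plus 3 SD, cut at about 30% in these data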;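 note: rise in fluorescence read as greater calcium sensitivity of cardiac thin filaments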
Rtt109 HAT inh: C. albicans Rtt109 histone acetyltransferase inhibition; inhibition, % at 34.9 µM; actives 0.16% (n = 330,000); purified Rtt109/Vps75, ThioGlo CoA-SH fluorescence, 4 h;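 active = inhibition of at least 50% in every replicate; inconclusive = best replicate reaches 50% inhibition but some replicates fall short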
Target sequence (Q5AAJ8 whole entry, looked up): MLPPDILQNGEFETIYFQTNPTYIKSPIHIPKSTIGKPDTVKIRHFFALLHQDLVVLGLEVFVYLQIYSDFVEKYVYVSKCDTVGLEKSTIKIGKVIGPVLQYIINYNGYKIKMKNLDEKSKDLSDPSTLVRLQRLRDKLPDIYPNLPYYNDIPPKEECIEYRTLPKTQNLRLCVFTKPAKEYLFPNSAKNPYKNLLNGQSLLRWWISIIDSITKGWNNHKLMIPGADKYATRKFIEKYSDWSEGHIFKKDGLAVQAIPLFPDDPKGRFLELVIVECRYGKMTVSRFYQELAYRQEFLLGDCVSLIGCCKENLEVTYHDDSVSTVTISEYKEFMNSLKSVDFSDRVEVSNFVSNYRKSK
CDK5 inh: blocks human CDK5/p35 kinase activity. Recombinant CDK5/p35, ADP-Glo luminescence, 60 min. actives 0.01% (n = 330,000). inhibition, % at 10 µM. AID 488839;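 active = highest replicate inhibition of at least 50% and at least 75% of replicates reaching 50%; inconclusive = only one of the two criteria met; inactive = both criteria failed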;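 note: plate controls were DMSO neutral control for no effect and GW8510 at 10 µM for full effect; many of its hits are not listed in these tables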
Wnt bcat act: activators of Wnt/beta-catenin signaling; Wnt/beta-catenin reporter cell assay, activator, plate reader; activation, % at 9.35 µM; actives 1.2% (n = 300,000); AID 743398; in the data active = activation above about 30%, passing the limit was not always enough; inconclusive = no clear call, values can overlap the other calls;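 note: 0% = neutral control wells and 100% = positive control wells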
MITF TRPM1 HTS: increases MITF-driven TRPM1 promoter luciferase signal; SK-MEL-5 TRPM1-promoter luciferase, 24 h; % of positive control, neutral wells = 0; activation, % at 12.5 µM; actives 0.75% (n = 300,000); AID 588334;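 active = mean activation of at least 80% with every replicate also reaching 80%; inconclusive = mean reaches 80% but some replicate falls short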;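 note: 0% = neutral control wells and 100% = parthenolide positive control wells; values of inactives mirror those of a sister screen read the other way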
Tat export inh: blocks Tat-dependent protein export in E. coli. E. coli MC4100 TorA-mCherry Tat export, fluorescence. inhibition, % at 10 µM. actives 0.036% (n = 340,000);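 active = mean replicate inhibition at least 50% and at least half of replicates individually reaching 50%; inconclusive = only one of the two criteria met; inactive = neither criterion met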;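 note: exported cargo escapes ClpAP degradation while cytoplasmic cargo is degraded and loses fluorescence; 0% = median of neutral control wells and 100% = median of NaSCN control wells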
dFosB act: mouse delta FosB homodimer activation. purified delta FosB, TAMRA-CDK5 oligo fluorescence polarization; percent of positive-control signal above neutral wells. P13346. activation, % at 25 µM. actives 0.99% (n = 340,000). AID 493131;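 active = mean activation above about 17%, with every replicate also reaching it, limit read from the data, passing the limit was not always enough; inconclusive = only one of the two conditions met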;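 note: fluorescence polarization rise as delta FosB binds a TAMRA Cdk5 AP-1 oligo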
Target sequence (P13346 whole entry, looked up): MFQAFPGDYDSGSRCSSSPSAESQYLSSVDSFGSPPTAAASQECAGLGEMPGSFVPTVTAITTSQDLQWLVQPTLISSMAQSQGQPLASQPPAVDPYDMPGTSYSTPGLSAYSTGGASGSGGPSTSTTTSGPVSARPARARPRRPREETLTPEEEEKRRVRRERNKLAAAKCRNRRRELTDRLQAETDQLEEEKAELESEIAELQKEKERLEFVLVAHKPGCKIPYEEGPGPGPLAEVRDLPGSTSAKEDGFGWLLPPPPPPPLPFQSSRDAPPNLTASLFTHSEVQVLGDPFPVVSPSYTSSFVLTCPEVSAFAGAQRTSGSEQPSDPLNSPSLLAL
Numbers without * were called inactive. Not a hit list, and some 4.1% of all compounds hit somewhere here.

Preview, 2 compounds:
How did O=C(Nn1cnnc1)c1ccncc1 do in these assays?
V-ATPase pH: -3; CAL PDZ FP-1: -2.6; CAL PDZ FP-2: -2; RTF Ca sens act: 10; Rtt109 HAT inh: -15; CDK5 inh: -0.2; Wnt bcat act: 4; MITF TRPM1 HTS: 6; Tat export inh: 0; dFosB act: 4

How did Cc1ccc(S(=O)(=O)Nc2ccc3c(c2)n(C)c(=O)n3C)c(C)c1 do in these assays?
V-ATPase pH: 0; CAL PDZ FP-1: -0.9; CAL PDZ FP-2: 1; RTF Ca sens act: -2; Rtt109 HAT inh: -5; CDK5 inh: 2.5; Wnt bcat act: -4; MITF TRPM1 HTS: 12; Tat export inh: 2; dFosB act: 2

Results, repeating the preview:
How did O=C(Nn1cnnc1)c1ccncc1 do in these assays?
V-ATPase pH: -3; CAL PDZ FP-1: -2.6; CAL PDZ FP-2: -2; RTF Ca sens act: 10; Rtt109 HAT inh: -15; CDK5 inh: -0.2; Wnt bcat act: 4; MITF TRPM1 HTS: 6; Tat export inh: 0; dFosB act: 4

How did Cc1ccc(S(=O)(=O)Nc2ccc3c(c2)n(C)c(=O)n3C)c(C)c1 do in these assays?
V-ATPase pH: 0; CAL PDZ FP-1: -0.9; CAL PDZ FP-2: 1; RTF Ca sens act: -2; Rtt109 HAT inh: -5; CDK5 inh: 2.5; Wnt bcat act: -4; MITF TRPM1 HTS: 12; Tat export inh: 2; dFosB act: 2

How did CN(CC(=O)Nc1ccc(Cl)cc1)C(=O)c1cccc(S(=O)(=O)NCc2ccccc2)c1 do in these assays?
V-ATPase pH: -4; CAL PDZ FP-1: -2.5; CAL PDZ FP-2: 10; RTF Ca sens act: -6; Rtt109 HAT inh: 60*; CDK5 inh: 0.7; Wnt bcat act: -6; MITF TRPM1 HTS: 3; Tat export inh: -4; dFosB act: -7

Results for CCN1CCN(Cc2cccc(Oc3ccccc3)c2)CC1 ?
V-ATPase pH: 1; CAL PDZ FP-1: -1.7; CAL PDZ FP-2: -2; RTF Ca sens act: 4; Rtt109 HAT inh: -16; CDK5 inh: 0.9; Wnt bcat act: -2; MITF TRPM1 HTS: -3; Tat export inh: 3; dFosB act: -6

Results for Cc1ccc(OCC(=O)Nc2ccc(NC(=O)c3ccccc3)c(C)c2)cc1 ?
V-ATPase pH: -2; CAL PDZ FP-1: -0.2; CAL PDZ FP-2: -4; RTF Ca sens act: 6; Rtt109 HAT inh: -4; CDK5 inh: 0.8; Wnt bcat act: 1; MITF TRPM1 HTS: 4; Tat export inh: -1; dFosB act: -2

How did Cc1ccc(/C=C2/C(=N)N3N=C(CC(=O)N4CCCC4)SC3=NC2=O)cc1 do in these assays?
V-ATPase pH: 1; CAL PDZ FP-1: -2.0; CAL PDZ FP-2: 2; RTF Ca sens act: -7; Rtt109 HAT inh: 31; CDK5 inh: -6.3; Wnt bcat act: 1; MITF TRPM1 HTS: -3; Tat export inh: -3; dFosB act: -2

What do the screens show for `O=C(CNC(=O)c1ccccc1F)c1ccc(Br)cc1`?
V-ATPase pH: -2; CAL PDZ FP-2: 57*; RTF Ca sens act: 3; Rtt109 HAT inh: -3; CDK5 inh: -1.7; Wnt bcat act: 39*; MITF TRPM1 HTS: 50; Tat export inh: 2; dFosB act: 3

How did Cc1ccc(C2=NC3(CCCCC3)NC2=S)cc1 do in these assays?
V-ATPase pH: 1; CAL PDZ FP-1: -0.8; CAL PDZ FP-2: -2; RTF Ca sens act: -6; Rtt109 HAT inh: -4; CDK5 inh: 0.9; Wnt bcat act: 16; MITF TRPM1 HTS: 20; Tat export inh: 5; dFosB act: 1

What do the screens show for `O=C(CCNS(=O)(=O)c1ccc(OC(F)(F)F)cc1)Nc1cccc(S(=O)(=O)N2CCCC2)c1`?
V-ATPase pH: -9; CAL PDZ FP-1: -0.8; CAL PDZ FP-2: -1; RTF Ca sens act: 0; Rtt109 HAT inh: -6; CDK5 inh: 1.3; Wnt bcat act: -2; MITF TRPM1 HTS: 3; Tat export inh: 2; dFosB act: -18

How did CCCC(=O)N(c1ccc2oc(=O)sc2c1)S(=O)(=O)c1cccs1 do in these assays?
V-ATPase pH: -3; CAL PDZ FP-1: -0.7; CAL PDZ FP-2: -7; RTF Ca sens act: -1; Rtt109 HAT inh: 124*; CDK5 inh: 2.4; Wnt bcat act: -2; MITF TRPM1 HTS: 5; Tat export inh: 1; dFosB act: -11

Results for Cc1ccc(C)c2[nH]c(=O)c(C(c3nnnn3Cc3ccco3)N3CCc4ccccc4C3)cc12 (configuration not stated) ?
V-ATPase pH: 1; CAL PDZ FP-1: -1.0; CAL PDZ FP-2: 6; RTF Ca sens act: 10; Rtt109 HAT inh: -1; CDK5 inh: 0.0; MITF TRPM1 HTS: -1; Tat export inh: 4; dFosB act: -5

Results for Cc1ccc(C2(C)NC(=O)N(CC(=O)NCc3cccs3)C2=O)cc1 (configuration not stated) ?
V-ATPase pH: 2; CAL PDZ FP-1: -2.2; CAL PDZ FP-2: -3; RTF Ca sens act: 9; Rtt109 HAT inh: 15; CDK5 inh: 0.6; MITF TRPM1 HTS: -2; Tat export inh: 1; dFosB act: -3

Results for Cc1c(C(=O)Nc2ccc(-c3nnc4n3CCCCC4)cc2)oc2c1ccc1ccccc12 ?
V-ATPase pH: -4; CAL PDZ FP-1: -5.5; CAL PDZ FP-2: -6; RTF Ca sens act: -10; Rtt109 HAT inh: -1; CDK5 inh: -0.2; Wnt bcat act: -5; MITF TRPM1 HTS: -20; Tat export inh: 11; dFosB act: 32*

Results for O=C(C1=C[C@@H](C2CC2)C[C@@H](OCc2ccc(CO)cc2)O1)N1CCN(Cc2ccc3c(c2)OCO3)CC1 ?
V-ATPase pH: 2; CAL PDZ FP-1: 1.6; CAL PDZ FP-2: 1; RTF Ca sens act: -4; Rtt109 HAT inh: 7; CDK5 inh: -0.4; Wnt bcat act: -2; MITF TRPM1 HTS: -2; Tat export inh: 6; dFosB act: 3

What do the screens show for `COc1ccc(S(=O)Cc2ccc(C(=O)N3CCN(c4cccc(C)c4C)CC3)o2)cc1` (configuration not stated)?
V-ATPase pH: 4; CAL PDZ FP-1: -2.9; CAL PDZ FP-2: -4; RTF Ca sens act: -3; Rtt109 HAT inh: 12; CDK5 inh: 0.8; MITF TRPM1 HTS: -19; Tat export inh: 2; dFosB act: -13

Results for O=[N+]([O-])c1ccc(O)c(P(=O)(c2ccccc2)c2ccccc2)c1 ?
V-ATPase pH: -2; CAL PDZ FP-1: -0.7; CAL PDZ FP-2: -3; RTF Ca sens act: -9; Rtt109 HAT inh: -5; CDK5 inh: 0.8; Wnt bcat act: -1; MITF TRPM1 HTS: -3; Tat export inh: 8; dFosB act: -3

What do the screens show for `CCCCN1C2=C(C(=O)CC(C)(C)C2)C(c2ccccc2)C2=C1c1ccccc1C2=O` (configuration not stated)?
V-ATPase pH: -2; CAL PDZ FP-1: -0.5; CAL PDZ FP-2: -1; RTF Ca sens act: -1; Rtt109 HAT inh: 2; CDK5 inh: -0.7; Wnt bcat act: -2; MITF TRPM1 HTS: -32; Tat export inh: -5; dFosB act: -5

Results for O=C(NC1CCCCCC1)c1nc2ncccn2n1 ?
V-ATPase pH: 4; CAL PDZ FP-1: -1.0; CAL PDZ FP-2: -4; RTF Ca sens act: 1; Rtt109 HAT inh: 7; CDK5 inh: -1.0; MITF TRPM1 HTS: 2; Tat export inh: 4; dFosB act: 0

What do the screens show for `COc1ccc(C(=O)c2cc(C(C)=O)c(Nc3ccccc3)s2)cc1`?
V-ATPase pH: 0; CAL PDZ FP-1: -3.4; CAL PDZ FP-2: 6; RTF Ca sens act: 13; Rtt109 HAT inh: -8; CDK5 inh: 0.8; MITF TRPM1 HTS: 7; Tat export inh: 22; dFosB act: -8

Results for Fc1cccc2sc(Nc3nnc(-c4ccco4)o3)nc12 ?
V-ATPase pH: -2; CAL PDZ FP-1: -0.9; CAL PDZ FP-2: 0; RTF Ca sens act: 0; Rtt109 HAT inh: -11; CDK5 inh: -0.1; Wnt bcat act: 38*; MITF TRPM1 HTS: 30; Tat export inh: -3; dFosB act: 7

Results for Cc1onc(-c2ccccc2)c1C(=O)O/N=C(\N)c1ccc([N+](=O)[O-])o1 ?
V-ATPase pH: 1; CAL PDZ FP-1: -1.0; CAL PDZ FP-2: -1; RTF Ca sens act: -4; Rtt109 HAT inh: -7; CDK5 inh: 2.4; Wnt bcat act: 4; Tat export inh: 3; dFosB act: -1

What do the screens show for `COc1cc(C2Nc3ccccc3C(=O)N2c2ccc(Cl)cc2)c(Cl)cc1OCC(=O)O` (configuration not stated)?
V-ATPase pH: -5; CAL PDZ FP-1: -0.1; CAL PDZ FP-2: 2; RTF Ca sens act: 0; Rtt109 HAT inh: -11; CDK5 inh: 0.4; Wnt bcat act: 48*; MITF TRPM1 HTS: 71; Tat export inh: -14; dFosB act: -4

What do the screens show for `CN(C)c1ccccc1C(=O)N1CCC(n2nccc2NC(=O)C2CC2)CC1`?
V-ATPase pH: 4; CAL PDZ FP-1: -1.5; CAL PDZ FP-2: 1; RTF Ca sens act: 1; Rtt109 HAT inh: 4; CDK5 inh: 0.9; Wnt bcat act: 0; MITF TRPM1 HTS: 3; Tat export inh: -12; dFosB act: -16

How did CC(=O)C1=C(S(=O)(=O)c2ccc(C)cc2)CS(=O)(=O)C1 do in these assays?
V-ATPase pH: 6; CAL PDZ FP-1: 0.7; CAL PDZ FP-2: -6; RTF Ca sens act: 5; Rtt109 HAT inh: inconclusive; CDK5 inh: 1.5; Wnt bcat act: 9; MITF TRPM1 HTS: -10; Tat export inh: 9; dFosB act: -3

What do the screens show for `CN1C(=O)N(CN2CCCCC2)C2C1N(C)C(=O)N2CN1CCCCC1` (configuration not stated)?
V-ATPase pH: 3; CAL PDZ FP-1: -0.1; CAL PDZ FP-2: 0; RTF Ca sens act: -2; Rtt109 HAT inh: 0; CDK5 inh: 0.6; MITF TRPM1 HTS: 3; Tat export inh: -2; dFosB act: -2

Results for Cc1c(-c2ccccc2)c(=O)oc2ccc(O)cc12 ?
V-ATPase pH: 0; CAL PDZ FP-1: -2.8; RTF Ca sens act: -3; Rtt109 HAT inh: 11; CDK5 inh: -1.9; Wnt bcat act: -1; MITF TRPM1 HTS: 6; Tat export inh: -2; dFosB act: -3

Results for O=C(/C=C/c1ccccc1[N+](=O)[O-])NCCc1ccc(F)cc1 ?
V-ATPase pH: -3; CAL PDZ FP-1: -2.5; CAL PDZ FP-2: -3; RTF Ca sens act: -1; CDK5 inh: -1.4; Wnt bcat act: -1; MITF TRPM1 HTS: 20; Tat export inh: -2; dFosB act: -7

Results for O=C1OC(Cc2ccccn2)C(O)=C1C1=NCCCCN1 (configuration not stated) ?
V-ATPase pH: 5; CAL PDZ FP-1: 0.3; CAL PDZ FP-2: 0; RTF Ca sens act: 0; Rtt109 HAT inh: -5; CDK5 inh: -0.1; Wnt bcat act: 26; MITF TRPM1 HTS: 53; Tat export inh: -6; dFosB act: -4

Results for CC(C)N1C(=O)N(c2ccc(Cl)cc2)C(C)(O)CC1(C)C (configuration not stated) ?
V-ATPase pH: 2; CAL PDZ FP-1: -0.2; CAL PDZ FP-2: -1; RTF Ca sens act: -5; Rtt109 HAT inh: -1; CDK5 inh: 0.4; Wnt bcat act: 2; MITF TRPM1 HTS: 3; Tat export inh: -1; dFosB act: 1

Screening results from PubChem.
